Screening data from PubChem.
CF NFkB inh – cystic fibrosis NF-kB activation inhibition. inhibition, % at 5 µM. KKLEB NF-kB-GFP reporter, PAF-induced, GFP fluorescence overnight. AID 588850. 360,000 compounds, 0.86% hits;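 active means at least 50% inhibition at 5 µM, scaled per plate between neutral and stimulator controls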;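 further: PAF is a Pseudomonas aeruginosa culture filtrate used as stimulus; plate controls were PAF-stimulated DMSO wells for no effect and unstimulated DMSO wells for full effect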
NR2E3 ag-1 – NR2E3 (human) agonism; AID 2300; inhibition of corepressor binding, % at 4.78 µM; 320,000 compounds, 0.12% hits; GST-NR2E3/biotin-RetCOR TR-FRET, 1536-well;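 active means percent inhibition above the cutoff of mean plus 3 SD of all tested compounds, set per screening campaign, cut at about 20% in these data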;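 further: 0% = DMSO wells and 100% = biotin wells as full block of FRET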
Target sequence (Q9Y5X4 whole entry, looked up): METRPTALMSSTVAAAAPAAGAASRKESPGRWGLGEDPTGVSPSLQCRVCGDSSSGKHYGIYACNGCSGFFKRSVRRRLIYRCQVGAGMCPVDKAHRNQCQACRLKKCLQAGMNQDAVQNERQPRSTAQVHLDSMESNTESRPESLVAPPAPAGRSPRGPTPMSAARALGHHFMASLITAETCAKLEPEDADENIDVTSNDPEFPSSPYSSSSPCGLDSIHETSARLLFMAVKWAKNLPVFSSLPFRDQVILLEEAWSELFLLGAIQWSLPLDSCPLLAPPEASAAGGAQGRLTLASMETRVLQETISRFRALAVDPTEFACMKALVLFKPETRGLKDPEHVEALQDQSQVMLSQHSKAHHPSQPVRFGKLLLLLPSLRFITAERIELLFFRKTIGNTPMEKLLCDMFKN
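Material: NR2E3–RetCOR corepressor complex | Quantity: 1.35 nM GST-tagged NR2E3 final | Schedule: 5 h at 4 °C | Replication: Singlicate compound wells | Reagent: RetCOR corepressor, biotinylated, 7 nM | Controls: Biotin wells as high control, 0.6% DMSO wells as low control | Signal: TR-FRET, Eu(K)-anti-GST donor, streptavidin-D2 acceptor, ex 340, em 617/671 nm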
aDG glyco up – increases alpha dystroglycan glycosylation | Pro5-aDG cells, alpha-DG glycosylation AlphaScreen (IIH6); 0% Pro5, 100% B10-LARGE cell signal | activation, % at 10 µM | 360,000 compounds, 0.22% hits;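 active means activation of at least 8% versus controls, or a plate z-score of at least 8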;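 further: Pro5 are CHO cells carrying HIG-tagged alpha-DG that lacks glycosylation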
Peg3 promoter – reduces Peg3 promoter-driven luciferase expression in HeLa; HeLa PEG-Prom luciferase reporter, luminescence, overnight; 360,000 compounds, 1.7% hits; AID 588405; inhibition, % at 20 µM;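 active means inhibition of at least 50% at 20 µM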
KKLEB cytotox – reduces viability of KKLEB cystic fibrosis airway cells; KKLEB CF airway cells viability, ATPlite luminescence, overnight; active compounds read low; cells stimulated with P. aeruginosa culture filtrate; 360,000 compounds, 0.36% hits; activity change (cytotoxicity), % at 5 µM;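 active means corrected activity change at or below -50% at 5 µM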
MITF TRPM1 inh – MITF TRPM1 promoter inhibition in SK-MEL-5 cells; SK-MEL-5 TRPM1 promoter luciferase, 24 h; inhibition, % at 12.5 µM; 330,000 compounds, 0.83% hits; AID 488899;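 active means mean inhibition across replicates of 60% or more, whatever share of single replicates reaches that level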; further: values of inactives mirror those of a sister screen read the other way
TWEAK-Fn14 inh – TWEAK-Fn14 signaling inhibition; inhibition, % at 10 µM; TWEAK-stimulated Fn14 reporter cells, luciferase luminescence, 8 h; AID 1159606; 360,000 compounds, 2% hits; in the data active means inhibition above about 50%
Shn3 inh set2 – reduces Shn3 3'UTR luciferase signal in osteoblasts. Clone20 osteoblast Shn3 3'UTR firefly luciferase, 24 h. inhibition, % at 12.5 µM. 360,000 compounds, 0.52% hits. AID 588674;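 active means mean inhibition of at least 75% with every replicate also reaching 75%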;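 further: 0% = median of neutral control wells and 100% = pilot-screen positive control compound; some compounds past the cut are filed as inactive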
NR2E3 ag-2 – activates human NR2E3 receptor | Q9Y5X4 | CHO-S Gal4-NCOR/VP16-NR2E3 two-hybrid, luciferase | inhibition of corepressor binding, % at 3.98 µM | 360,000 compounds, 0.35% hits | AID 602229;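 active means inhibition above the mean of all tested compounds plus 3 SD, cut at about 70% in these data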;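 further: 0% = DMSO with NR2E3 transfected cells and 100% = cells lacking NR2E3 construct; higher means lower luciferase signal from less NR2E3 corepressor binding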
HIF-2a block – blocks HIF-2a reporter activity | 786-0 RCC cells HIF-2a reporter, luciferase luminescence, overnight | inhibition, % at 18.8 µM | 360,000 compounds, 0.72% hits | AID 624352;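 active means inhibition of the luminescence signal of 40% or more relative to plate controls, in a single-dose primary screen at 18.75 µM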
hiPSC survival – enhancers of human iPSC single-cell survival; 360,000 compounds, 0.044% hits; hiPSC single-cell survival, ATPlite luminescence; 100% = ROCK inhibitor wells, 0% = DMSO; survival enhancement, % at 20 µM; in the data active means survival enhancement above about 18%;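 further: cells exposed to compounds for 16 hours before the ATP read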
The depositor's hits bear a star; · = no result given.

1. Cc1cc(C(=O)OCC(=O)N2CCN(c3ccccc3)CC2)c2ccccc2n1
2. COc1cc2c(c(OC)c1OC)-c1c(cc3c(c1OC)OCO3)C1OC2[C@@H](C)[C@H]1C (stereo partly drawn)
3. CCOC(=O)C1C(=O)NC(N2CCc3ccccc32)=NC1c1ccccc1 (stereo not drawn)
4. CCN1C(=O)/C(=C2\SC(=S)N(c3c(C)n(C)n(-c4ccccc4)c3=O)C2=O)c2ccccc21
5. O=C(NCC1(N2CCCCC2)CCCCC1)c1cccc(S(=O)(=O)Nc2ccccc2Cl)c1
6. CCOC(=O)c1cc2c(=O)n3ccccc3nc2n(Cc2ccco2)c1=NC(=O)c1ccccc1OC
7. CCc1cccc(CC)c1-n1c(SCC(=O)N2CCCc3ccccc32)nc(O)cc1=O
8. CCN1CCN(CC2COc3ccccc3O2)CC1 (stereo not drawn)

Assay by compound,1,2,3,4,5,6,7,8
CF NFkB inh,12,-12,1,26,14,-24,-47,6
NR2E3 ag-1,3,-4,-4,3,·,2,·,0
aDG glyco up,-0.1,-0.1,0.1,0.1,0.4,-0.1,1.0,0.1
Peg3 promoter,-11,6,11,34,2,-17,-9,0
KKLEB cytotox,-3,-8,-6,-13,5,-7,6,4
MITF TRPM1 inh,-2,7,9,-19,-27,-15,18,-20
TWEAK-Fn14 inh,9,10,-7,29,12,3,15,4
Shn3 inh set2,19,-16,14,18,-8,-19,14,2
NR2E3 ag-2,2,-11,-5,-6,15,10,-8,7
HIF-2a block,6,-5,12,5,9,-11,8,-11
hiPSC survival,1.2,-1.4,2.9,1.2,0.2,-0.2,-2.7,0.0

9. O=C(OCCN1CCOCC1)c1ccc2c(c1)OCCO2
10. Cc1noc(C)c1COc1ccccc1C(=O)N(C)CC(=O)Nc1ccc(F)c(F)c1F
11. O=C(COC(=O)C1(c2ccc(F)cc2)CCCC1)NCc1ccc2c(c1)OCO2
12. Cn1ccnc1C1CCCCN1Cc1nc(-c2ccc(Cl)cc2)no1 (stereo not drawn)
13. CCCN1CCN(C(=O)CCNC(=O)Cn2cnc3ccccc3c2=O)CC1
14. O=C(NCCO)/C(=C\c1ccc2c(c1)OCO2)NC(=O)c1ccc(Br)cc1
15. Cc1cc(NC(=O)/C(C#N)=C/c2ccc(-c3ccc(SC(F)F)cc3)o2)n(-c2ccccc2)n1
16. Cc1ccc(NC(=O)CN(C)S(=O)(=O)c2cnc[nH]2)c(C)c1

Assay by compound,9,10,11,12,13,14,15,16
CF NFkB inh,-11,15,-16,1,11,-14,1,6
NR2E3 ag-1,-1,5,-2,-1,2,1,0,-5
aDG glyco up,0.3,0.0,0.7,0.0,0.1,0.0,0.1,0.0
Peg3 promoter,-154,8,17,14,2,10,19,-6
KKLEB cytotox,5,5,-5,-1,-4,2,-20,4
MITF TRPM1 inh,-40,-8,3,7,13,5,-5,8
TWEAK-Fn14 inh,-13,15,40,17,14,1,-100,-10
Shn3 inh set2,-52,8,8,-3,-1,11,21,-12
NR2E3 ag-2,-113,-21,-12,3,-8,1,-2,14
HIF-2a block,-167,9,20,7,10,11,13,1
hiPSC survival,-1.1,-0.9,-0.9,0.9,-0.3,0.0,1.0,0.3

17. COc1ccc(Cl)cc1NC(=O)COC(=O)C1CCCCC1
18. CCCNC(=O)c1ccccc1NC(=O)C1=CSCCO1
19. Cc1c(NC(=S)NC(=O)c2ccc(-c3ccc(Cl)cc3)o2)cccc1C(=O)O
20. COCCCNC(=O)c1cn(Cc2c(F)cccc2Cl)nn1
21. Nc1cc(=O)[nH]c(SCC(=O)N2CCCc3ccccc32)n1
22. COc1cccc(C(O)c2nc(-c3cccc(C(=O)O)c3)cs2)c1 (stereo not drawn)
23. OC[C@@H]1CN(Cc2ccco2)C[C@H](n2cnc3c(N4CCOCC4)ncnc32)O1
24. CC1(C)CC(=O)C(C=NCc2ccc3c(c2)OCO3)=C(O)C1

Assay by compound,17,18,19,20,21,22,23,24
CF NFkB inh,4,-3,8,-2,-1,-10,-1,1
NR2E3 ag-1,2,0,0,1,-2,·,·,-4
aDG glyco up,-0.1,0.0,0.2,-0.1,0.0,-0.1,0.1,0.6
Peg3 promoter,-15,3,-79,8,11,-136,2,10
KKLEB cytotox,6,6,-13,-4,3,3,1,4
MITF TRPM1 inh,12,1,-10,-1,5,·,·,2
TWEAK-Fn14 inh,5,-14,-53,-3,-1,-20,-6,-1
Shn3 inh set2,0,4,-25,1,-2,-13,-27,-26
NR2E3 ag-2,3,-8,-8,-11,10,-84,-9,-18
HIF-2a block,1,10,-75,4,-2,-49,11,-18
hiPSC survival,0.7,1.5,-0.8,-2.6,2.0,6.1,0.4,-0.7

25. Cc1ccc(C(C)C)cc1OCCCCN1CCCC1
26. CC(Sc1nc2ccccc2s1)C(=O)N(C)Cc1ccccc1 (stereo not drawn)
27. COc1ccccc1CN(CC(=O)NCc1ccc2c(c1)OCO2)C(=O)c1csnn1
28. C/C=C/c1ccc(OCC(=O)Nc2ccc(OC)c(OC)c2)c(OC)c1
29. CCCCn1nnc(NC(=O)COc2ccc(Cl)c(C)c2)n1
30. CCn1c(SCC(=O)N/N=C(\C)c2ccncc2)nnc1-c1ccccc1
31. CCOC(=O)[C@]12CCCC=C1N(Cc1ccco1)C(=O)[C@H](CC(=O)NCc1cccc3ccccc13)C2
32. N#C/C(=C\c1coc2ccccc2c1=O)C(N)=S

Assay by compound,25,26,27,28,29,30,31,32
CF NFkB inh,-15,5,3,2,-3,-10,·,-5
NR2E3 ag-1,-1,3,4,1,1,-1,·,8
aDG glyco up,0.3,0.2,0.0,0.9,-0.2,-0.1,-0.2,-0.1
Peg3 promoter,7,-10,8,-20,-4,-8,·,16
KKLEB cytotox,9,-1,0,9,8,4,·,0
MITF TRPM1 inh,-13,7,-3,5,-10,4,·,-5
TWEAK-Fn14 inh,-2,9,5,3,-2,5,9,23
Shn3 inh set2,13,-6,-26,36,-18,-2,·,1
NR2E3 ag-2,-4,-6,-24,0,5,7,-12,4
HIF-2a block,20,-38,1,-13,-10,10,10,10
hiPSC survival,0.9,0.5,-0.3,0.5,-2.7,4.0,-1.0,-0.1

33. O=C(Nc1ncnc2c1ncn2[C@@H]1O[C@H](/C=C/C(=O)N2CCN(c3ccc(F)cc3)CC2)[C@@H](O)[C@H]1O)c1ccccc1
34. CCN(C(=O)Cn1ccc(C(F)(F)F)n1)c1c(N)n(Cc2ccccc2)c(=O)[nH]c1=O
35. CCOc1ccc(S(=O)(=O)n2ccc(C)n2)c2ccccc12
36. Cn1cc([N+](=O)[O-])c(C(=O)N2CCCCCC2)n1
37. O=C(c1ccc(NS(=O)(=O)c2cccc(C(F)(F)F)c2)cc1)N1CCCC1
38. CCn1c(SCC(=O)Nc2nnc(C)s2)nc2c(c1=O)SC(C)C2 (stereo not drawn)
39. C[C@]12CCC(=O)C=C1CCC1C2CC[C@@]2(C)C1CCC21OCCO1 (stereo partly drawn)
40. CC1(C)NC(=O)N(CCCC(=O)Nc2ccc(C(F)(F)F)cc2)C1=O

Assay by compound,33,34,35,36,37,38,39,40
CF NFkB inh,4,19,16,-18,18,18,6,2
NR2E3 ag-1,·,2,-1,2,·,2,·,-1
aDG glyco up,-0.1,-0.2,0.2,-0.2,0.1,0.3,0.1,1.1
Peg3 promoter,-9,9,-6,0,21,26,23,6
KKLEB cytotox,16,-25,-3,9,2,4,-3,6
MITF TRPM1 inh,·,-10,0,-11,-9,5,10,-4
TWEAK-Fn14 inh,-20,-13,13,8,-12,3,-6,-12
Shn3 inh set2,-7,-8,7,10,-2,24,60,-1
NR2E3 ag-2,0,-24,-51,-4,22,-3,0,-13
HIF-2a block,2,17,16,4,13,6,8,6
hiPSC survival,-0.8,-1.7,-3.0,0.3,0.1,-2.7,-1.4,-0.1

41. COC(=O)c1ccc(C(=O)OC)c(NC(=O)CN(C)Cc2ccccc2)c1
42. CC(O)CNC1c2ccccc2CC1O (stereo not drawn)
43. Cc1cccc(C)c1NC(=O)CSc1nc(C)c(CC(=O)c2ccc(Br)cc2)c(C)c1C#N
44. CN1CCN(c2ccc(S(=O)(=O)N3CCCCC3)cc2N)CC1
45. O=C(CCSc1nnc(-c2ccncc2)o1)Nc1ccc(F)cc1
46. Cc1cc(F)ccc1S(=O)(=O)N1CCCOC1CNC(=O)C(=O)NC1CCCCC1 (stereo not drawn)
47. Cc1ccc(NC(=S)NC(CO)C(O)c2ccc([N+](=O)[O-])cc2)cc1 (stereo not drawn)
48. COc1cccc(-c2csc3nnc(SCC(=O)NCc4cccs4)n23)c1

Assay by compound,41,42,43,44,45,46,47,48
CF NFkB inh,2,11,2,-21,-9,10,1,11
NR2E3 ag-1,0,·,-9,1,1,2,-3,0
aDG glyco up,0.4,4.9,0.0,0.0,0.0,0.3,-0.3,0.0
Peg3 promoter,30,-1,60*,-27,0,-16,-2,9
KKLEB cytotox,0,3,-2,10,0,-12,-3,-8
MITF TRPM1 inh,-3,13,40,-3,1,8,-8,12
TWEAK-Fn14 inh,7,38,-47,10,-3,-5,5,-10
Shn3 inh set2,-11,16,1,20,5,-14,0,6
NR2E3 ag-2,-21,5,-56,-5,16,-11,-6,-3
HIF-2a block,14,15,13,-22,0,-14,11,5
hiPSC survival,1.5,-0.4,1.9,4.9,4.4,-0.2,-1.0,-1.9

One compound at a time, as listed above:
`COC(=O)c1ccc(C(=O)OC)c(NC(=O)CN(C)Cc2ccccc2)c1` is entered as CF NFkB inh = 2; NR2E3 ag-1 = 0; aDG glyco up = 0.4; Peg3 promoter = 30; KKLEB cytotox = 0; MITF TRPM1 inh = -3; TWEAK-Fn14 inh = 7; Shn3 inh set2 = -11; NR2E3 ag-2 = -21; HIF-2a block = 14; hiPSC survival = 1.5
`O=C(CCSc1nnc(-c2ccncc2)o1)Nc1ccc(F)cc1` is entered as CF NFkB inh = -9; NR2E3 ag-1 = 1; aDG glyco up = 0.0; Peg3 promoter = 0; KKLEB cytotox = 0; MITF TRPM1 inh = 1; TWEAK-Fn14 inh = -3; Shn3 inh set2 = 5; NR2E3 ag-2 = 16; HIF-2a block = 0; hiPSC survival = 4.4

(further entries)
49. O=C(NCCCCCCNC(=O)OC1CCS(=O)(=O)C1)OC1CCS(=O)(=O)C1 (stereo not drawn)
50. O=C(O)CCCCCCCCc1cn(CN2C(=O)c3ccccc3C2=O)nn1
51. CCOc1ccc(C(Nc2ccc(C)cc2)P2(=O)OCC(C)(C)CO2)cc1 (stereo not drawn)
52. O=C(c1cccs1)N1C(=O)c2cccc3cccc1c23
53. CC(=O)NCCc1nc2ccccc2n1Cc1cccc(C)c1

Assay by compound,49,50,51,52,53
CF NFkB inh,13,10,-3,-32,9
NR2E3 ag-1,2,-4,0,2,-2
aDG glyco up,0.1,-0.2,0.0,0.0,0.1
Peg3 promoter,0,-10,-14,0,9
KKLEB cytotox,-2,-3,-10,-3,-2
MITF TRPM1 inh,11,11,-1,12,5
TWEAK-Fn14 inh,-1,11,-12,-8,-14
Shn3 inh set2,-29,-3,17,4,2
NR2E3 ag-2,-12,4,10,-2,-17
HIF-2a block,13,8,-23,14,16
hiPSC survival,-0.5,3.3,-3.7,0.8,-0.7
